# Bioassay records deposited in PubChem by several laboratories.
# HDAC3 inh – HDAC3 deacetylase inhibitors, primary screen, biochemical, fluorescence, cell-free homogeneous; AID 2718, 2010; 0.15% of 320,000 active; Histone deacetylase 3 (Homo sapiens), O15379; inhibition, % at 8.3 µM; recombinant HDAC3, fluorogenic peptide/trypsin coupled; in the data active = inhibition above about 26%, passing the limit was not always enough; inconclusive = no clear call, values can overlap the other calls
# TMEM16A inh – TMEM16A chloride channel inhibitors, primary screen, cell-based, HTS | HEK293 TMEM16A/YFP iodide influx fluorescence, ionomycin | normalized B-score (activity score, 25-100; higher = stronger inhibition) at 10 µM | 1.2% of 310,000 active | AID 588511, 2011;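 active = ratio plate-corrected score three or more library SD toward inhibition, starting fluorescence score within five deviations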;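 also: score derived from kinetic fluorescence span divided by baseline fluorescence per well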
# TRPC4 PAM – positive allosteric modulators of TRPC4, primary screen, cell-based, mouse TRPC4beta, HEK293 mu-opioid, Fluo-4 calcium. DAMGO EC20, Fluo-4 Ca2+ flux; active compounds read high. B-score at 10 µM. Short transient receptor potential channel 4 (Mus musculus), Q9QUQ5. AID 2227, 2009. 0.42% of 310,000 active;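 active = B-score of calcium response area above 5 SD of library B-scores, with initial fluorescence ratio within 5 SD of library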;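 also: B-score of integrated fluorescence ratio over time as area under calcium response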
# Target sequence (Q9QUQ5 whole entry, looked up): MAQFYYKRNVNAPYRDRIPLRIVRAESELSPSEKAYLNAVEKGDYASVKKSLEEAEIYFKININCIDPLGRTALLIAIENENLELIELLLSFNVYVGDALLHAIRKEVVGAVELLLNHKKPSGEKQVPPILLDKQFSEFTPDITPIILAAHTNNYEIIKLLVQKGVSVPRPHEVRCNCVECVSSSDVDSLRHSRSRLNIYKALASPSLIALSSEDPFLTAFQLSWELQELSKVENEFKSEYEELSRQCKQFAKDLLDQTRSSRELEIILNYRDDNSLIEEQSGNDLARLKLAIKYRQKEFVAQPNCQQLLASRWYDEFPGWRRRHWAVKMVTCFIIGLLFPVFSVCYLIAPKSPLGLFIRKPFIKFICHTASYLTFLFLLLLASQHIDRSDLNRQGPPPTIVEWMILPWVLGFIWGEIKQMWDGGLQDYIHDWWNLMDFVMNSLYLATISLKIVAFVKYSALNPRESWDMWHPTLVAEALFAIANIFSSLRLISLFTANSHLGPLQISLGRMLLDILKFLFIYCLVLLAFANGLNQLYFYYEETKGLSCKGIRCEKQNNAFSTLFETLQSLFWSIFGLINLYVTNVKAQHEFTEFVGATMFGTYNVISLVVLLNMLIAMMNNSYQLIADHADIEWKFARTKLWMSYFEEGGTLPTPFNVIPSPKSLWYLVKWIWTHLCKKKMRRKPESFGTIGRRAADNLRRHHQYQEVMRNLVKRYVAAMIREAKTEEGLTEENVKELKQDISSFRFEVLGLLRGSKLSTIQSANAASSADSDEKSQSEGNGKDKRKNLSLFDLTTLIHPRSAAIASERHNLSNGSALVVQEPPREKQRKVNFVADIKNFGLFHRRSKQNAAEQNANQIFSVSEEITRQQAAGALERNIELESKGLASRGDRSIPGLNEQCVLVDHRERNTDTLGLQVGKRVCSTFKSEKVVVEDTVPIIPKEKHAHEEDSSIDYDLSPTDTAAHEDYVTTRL
# TMEM16A act – TMEM16A chloride channel activators or potentiators, primary screen, cell-based, HTS; 0.3% of 340,000 active; Anoctamin-1 (Mus musculus), Q8BHY3; AID 623877, 2012; HEK293 TMEM16A/YFP-H148Q/I152L, iodide quench fluorescence; active compounds read low; B-score at 10 µM;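 active = fluorescence-ratio B-score plate-corrected deviation score at least 3 library SD below zero, with starting fluorescence score within 5 deviations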;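 also: channel opened by trigger with iodide after compound preincubation; score built on the fluorescence ratio of max minus min over baseline; more negative score means more quench and so TMEM16A activation or potentiation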
# TRPC4 agonist – activators of mouse TRPC4 channel, primary screen, Fluo4 calcium, HEK293 TRPC4beta/mu-opioid cells | B-score at 10 µM | 0.49% of 310,000 active | AID 2237, 2010 | Short transient receptor potential channel 4 (Mus musculus), Q9QUQ5 | Fluo4 calcium fluorescence; active compounds read high;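 active = B-score above 5 SD of library B-scores, and initial fluorescence ratio not above library mean plus 5 SD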;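 also: positive B-score marks a calcium rise read as TRPC4 activation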
#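 system = HEK293 cells stably co-expressing mouse TRPC4beta and mu-opioid receptor | schedule = Fluo4 dye loading 45 min at room temperature, 110 s recording | measure = B-scored integrated calcium fluorescence ratio | signal = Fluo4 calcium-sensitive dye fluorescence, kinetic, 1 Hz baseline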
# KCNQ1 inh – inhibitors of human KCNQ1 channel, primary screen, cell-based, thallium flux, high-throughput; CHO-K1 KCNQ1, FluxOR thallium flux fluorescence; active compounds read high; B-score at 10 µM; 1.3% of 310,000 active;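 active = compounds whose thallium flux B-score, printed positive for inhibition, exceeds three library SD while starting fluorescence stays within three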;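 also: channel opened by potassium depolarization with thallium stimulus after 20 min compound exposure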
# KCNQ1 pot – potentiators or activators of KCNQ1 channel, primary screen, cell-based, thallium flux, high-throughput. Potassium voltage-gated channel subfamily KQT member 1 (Homo sapiens), P51787. CHO-K1 KCNQ1, thallium flux FluxOR fluorescence; active compounds read high. B-score at 10 µM. 0.35% of 310,000 active. AID 2648, 2010;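 active = fluorescence ratio B-score, a plate-corrected score, at least three library SD, with initial intensity B-score within 5 SD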
#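 Material: CHO-K1 cells stably expressing KCNQ1. Medium: assay buffer for compound exposure, DMSO matched across wells. Reagent: K+/Tl+ depolarizing stimulus. Compound dosing: single-concentration screen. Times: 37 °C overnight plating, 90-min dark dye load, 20-min compound pretreatment. Technique: FluxOR Tl+ flux fluorescence.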
# hERG rescue – hERG rescue from dofetilide block, primary screen, cell-based, CHO-hERG, FluxOR thallium flux, dofetilide IC70. Voltage-gated inwardly rectifying potassium channel KCNH2 (Homo sapiens), Q12809. dofetilide IC70 present. 0.51% of 310,000 active. activation (rescue from dofetilide block), less the hit threshold, % at 10 µM;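 active = activation above the mean of controls blocked by dofetilide plus 5 SD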;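 also: thallium influx through hERG after potassium depolarization seen as dye fluorescence rise; in these data hits start at about 4.7%; inactives centre near -7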
# KCNK3 inh – human KCNK3 channel inhibitors, primary screen, CHO cells, FluxOR thallium flux, B-score; Potassium channel subfamily K member 3 (Homo sapiens), O14649; FluxOR fluorescence; active compounds read low; B-score at 10 µM; 0.84% of 340,000 active;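 active = B-score under library mean minus 4 SD, starting fluorescence ratio at most library mean plus 5 SD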;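 also: more negative B-score means stronger inhibition of thallium flux through KCNK3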
# DYRK1A inh – rat Dyrk1A kinase inhibitors, primary screen, biochemical, single point, plate reader; Dual specificity tyrosine-phosphorylation-regulated kinase 1A (Rattus norvegicus), Q63470; ADP-Glo luminescence, NFATc1 peptide; inhibition, % at 12.5 µM; 0.43% of 310,000 active; in the data active = inhibition above about 50%;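 also: plate controls were vehicle with enzyme for no effect and no enzyme for full effect; many of its hits are not listed in these tables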
# KCNK9 block – KCNK9 potassium channel inhibitors, primary screen, HEK293 cells, thallium flux | 1.2% of 310,000 active | Potassium channel subfamily K member 9 (Homo sapiens), Q9NPC2 | FluxOR thallium flux fluorescence; active compounds read low | AID 488922, 2010 | B-score at 10 µM;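 active = ratio B-score over 3 SD below the library mean, with starting fluorescence within 5 SD of its mean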;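 also: negative B-score means less thallium flux so channel inhibition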
# Starred values were filed as active, the others as inactive; i = inactive; ? = inconclusive; nt = no result given. An excerpt (hit frequency here may not be typical).
SMILES,HDAC3 inh,TMEM16A inh,TRPC4 PAM,TMEM16A act,TRPC4 agonist,KCNQ1 inh,KCNQ1 pot,hERG rescue,KCNK3 inh,DYRK1A inh,KCNK9 block
Cc1ccc(NC(=O)c2cc([N+](=O)[O-])ccc2NCc2cccnc2)cc1Cl,11.4,i,i,i,i,i,i,-16.5,i,-3.6,i
COc1ccccc1CCc1nnc(N)s1,-0.4,i,i,i,i,i,i,-6.7,i,-5.5,i
COc1ccccc1NC(=O)CSc1nnc(Cn2c(=O)sc3ccccc32)n1C,-7.4,i,i,i,i,i,i,-9.9,i,6.2,i
C#CCOCCOCCOCCNc1nc(N2CCN(C(=O)[C@H]([C@@H](C)CC)n3cc(CCCN=C(N)N)nn3)CC2)nc(N2CCN(C(=O)[C@H]([C@@H](C)CC)n3cc(CCCN=C(N)N)nn3)CC2)n1,nt,nt,i,nt,i,i,i,-6.2,nt,nt,i
O=S(=O)(Cc1ccc(Cl)cc1)N1CCN(Cc2ccc3c(c2)OCO3)CC1,-1.1,i,i,i,i,i,i,-6.7,i,-10.6,i
Cn1nnnc1Sc1ncnc2scc(-c3ccccc3)c12,-2.9,i,i,i,i,i,i,-6.4,i,1.8,i
CC(C)OC(=O)c1cccnc1N1CCN(c2cccc(Cl)c2)CC1,1.1,i,i,i,i,i,i,-8.6,i,2.4,i
O=C(Cn1ccc2ccccc2c1=O)NCCC(=O)N1CCN(c2cccc(C(F)(F)F)c2)CC1,4.9,i,i,i,i,i,i,-2.2,i,3.3,i
COc1ccc(C(=O)Nc2ncccc2C)cc1S(=O)(=O)N1CCCc2ccccc21,-0.3,i,i,i,i,i,i,-16.1,i,7.9,i
Cc1nc2c(C)cccn2c(=O)c1NC(=O)c1cccc2ccccc12,-1.9,i,i,i,i,i,i,-11.5,i,3.5,i
Cc1cccc(NC2=C/C(=N/S(=O)(=O)c3cccs3)c3ccccc3C2=O)c1,5.0,i,nt,i,nt,nt,nt,nt,i,-2.2,nt
CCn1c(SCC(=O)OCc2ccccc2)nnc1-c1ccco1,0.4,i,i,i,i,i,i,-6.9,i,0.7,i
Cc1cnc(C(=O)N2CCCC(C(=O)c3ccc(C(F)(F)F)cc3)C2)cn1 (stereo not drawn),1.0,i,i,i,i,i,i,-2.1,i,-0.4,i
NS(=O)(=O)c1ccc(CCN=Cc2ccccc2O)cc1,2.4,i,i,i,i,i,i,-9.4,i,-2.1,i
CCN(CC)c1ccc(/C=N/NS(=O)(=O)c2cccc([N+](=O)[O-])c2)cc1,1.4,i,i,i,i,i,i,-6.8,i,-2.1,i
O=C(Nc1ccc(S(=O)(=O)NCc2cccnc2)cc1)c1ccco1,2.4,i,i,i,i,i,i,-12.0,i,0.2,i
O=C(Cc1ccc([N+](=O)[O-])cc1)N1CCCc2ccccc21,3.8,i,i,i,i,i,i,-5.8,i,-6.1,i
Cc1cc(C)nc(SCc2nnc(SCC(=O)OC3CCCCC3)o2)n1,-10.3,i,i,i,i,i,i,-19.4,i,0.4,i
CCc1cc(OCCOCCN(C)C)ccc1Cl,-1.3,i,15*,i,i,i,i,-10.2,i,-7.8,i
CCc1ccc2[nH]c(=O)c(CN(Cc3nnnn3C3CCCC3)C3CCCCC3)cc2c1,0.2,i,10*,i,i,i,i,-5.8,i,2.6,i
O=C(O)C1CCCC[C@H]1C(=O)Nc1ncc([N+](=O)[O-])s1 (stereo partly drawn),-8.6,i,nt,i,nt,nt,nt,nt,i,8.0,nt
Cc1oc(-c2ccccc2F)nc1CS(=O)CC(=O)NC1CCCCC1 (stereo not drawn),nt,i,i,i,i,i,i,-0.6,i,0.4,i
COc1ccc(/C=N/NC(=O)c2ccccc2)cc1CN1CCN(c2ccc(F)cc2)CC1,-1.2,i,i,i,i,i,i,-6.3,i,11.9,i
COc1ccc([N+](=O)[O-])cc1NC(=O)CCN1CCOCC1,5.9,i,i,i,i,i,i,-2.1,i,-0.5,i
COc1ccc(C(=O)NC(=S)N2CCCCC2)cc1,0.3,i,i,i,i,i,i,-2.2,i,7.7,i

# Further entries.
SMILES,HDAC3 inh,TMEM16A inh,TRPC4 PAM,TMEM16A act,TRPC4 agonist,KCNQ1 inh,KCNQ1 pot,hERG rescue,KCNK3 inh,DYRK1A inh,KCNK9 block
COC(=O)c1sc(=S)n(Cc2ccccc2)c1C,5.8,i,i,i,i,i,i,-3.6,i,1.6,i
O=C(OCc1cc2ccccc2[nH]c1=O)c1cccc([N+](=O)[O-])c1,-3.5,i,i,i,i,i,i,-8.9,i,1.1,i
Cc1cccc(N/N=C/c2ccc(O)c(O)c2O)c1,4.8,i,i,i,i,i,i,-11.8,i,-4.0,i
O=C(c1ccccc1)N1CCN(C(=O)c2cc3ccccc3o2)CC1,7.4,i,i,i,i,i,i,-3.1,i,2.8,i
Cc1ccc(NC(=O)C(=O)NC2CCCCC2)cc1,3.3,i,i,i,i,i,i,0.8,i,0.0,i
CCOC(=O)NC1(NCC(C)C)Oc2ccccc2O1,1.8,i,i,i,i,i,i,-10.3,i,-3.4,i
Cc1ccc(S(=O)(=O)N2CCC(C(=O)NCCC3=CCCCC3)CC2)c(C)c1,6.0,i,i,i,i,i,i,-17.4,i,14.3,i
COc1ccccc1CCC(=O)OCC(=O)Nc1ccc2[nH]c(=O)[nH]c2c1,-9.2,i,i,i,i,i,i,-14.2,i,6.5,i
Cc1ccc2[nH]c3c(=O)n(Cc4ccncc4)cnc3c2c1,-15.4,i,i,i,i,i,i,-5.9,i,-2.2,i
CCOC(=O)C1(CCc2ccccc2)CCN(C(=O)CCc2cnn(C)c2)CC1,-2.9,i,i,i,i,i,i,-5.9,i,-2.6,i
O=C(Cc1ccc([N+](=O)[O-])cc1)N1CCN(c2ccc([N+](=O)[O-])cc2)CC1,-1.5,i,i,i,i,i,i,-3.3,i,-2.2,i
COc1cccc(N2C(=O)Nc3ccc(Br)cc3C2(O)C(=O)NCCCN(C)C)c1 (stereo not drawn),-7.8,i,i,i,i,i,i,-5.2,i,-0.9,i
O=C(/C=C/c1ccc(Br)cc1)NCCCn1ccnc1,1.3,i,i,i,i,i,i,0.3,i,nt,i
CCOC(=O)N1CCN(C(=O)COc2ccc(S(=O)(=O)NCC(C)C)cc2C)CC1,9.3,i,i,i,i,i,i,-12.3,i,-1.9,i
O=C(Nc1cccc(Br)c1)c1ccc2nc(N3C(=O)CCC3=O)sc2c1,-0.6,i,i,i,i,i,i,-12.2,i,15.3,i
Cc1ccc(C)c(NC(=O)CN(C)C(=O)[C@@H](NC(N)=O)C(C)C)c1,1.9,i,i,i,i,i,i,-6.7,i,6.3,i
CSc1nnc(-c2ccccc2Cl)o1,-4.3,i,i,i,i,i,i,-2.9,i,-1.1,i
CCOc1ccc(NC(=S)NNC(=S)Nc2cccc(C(F)(F)F)c2)cc1,?,i,i,i,i,i,i,-4.5,i,0.2,i
C/C(=N\NC(=O)CCC(=O)O)c1c(-c2ccccc2)c2cc(Br)ccc2[nH]c1=O,1.3,i,i,i,i,i,i,-9.9,i,-3.0,i
CSCC[C@H](N)C(=O)N1CCC(C(=O)N[C@H](C(=O)NCc2ccccc2F)C(C)C)CC1,-3.7,i,i,i,i,i,i,-6.6,i,3.2,i
CCC(C)NC(=O)COC(=O)Cc1sc(N)nc1-c1ccc(C)cc1 (stereo not drawn),-1.6,i,i,i,i,i,i,-9.9,i,2.1,i
COc1ccc(CCNC(=O)C2CCN(S(=O)(=O)c3ccc(C)cc3)CC2)cc1OC,-6.1,i,i,i,i,i,i,-4.4,i,3.5,i
CN(C)/C=C1\C(=O)NN=C1c1ccccc1,-1.2,i,i,i,i,i,i,-1.9,i,-6.7,i
CNC(=O)c1ccc(OCc2ccccc2)c(OC)c1,0.0,i,nt,i,nt,nt,nt,nt,i,2.8,nt
CN1CC2=Cc3ccccc3OC23Oc2ccccc2C=C3C1,-1.3,i,i,i,i,i,i,-14.8,i,3.5,i

# Other structures.
SMILES,HDAC3 inh,TMEM16A inh,TRPC4 PAM,TMEM16A act,TRPC4 agonist,KCNQ1 inh,KCNQ1 pot,hERG rescue,KCNK3 inh,DYRK1A inh,KCNK9 block
O=[N+]([O-])c1ccc(N2CCNCC2)cc1Sc1nc2ccccc2[nH]1,-2.5,i,i,i,i,i,i,-5.7,i,-1.1,i
CCCN(CC(=O)Nc1ccccc1C)C(=O)c1oc2ccc(OCC)cc2c1C,-3.0,i,i,i,i,i,i,-11.5,i,-3.3,i
Cc1cc(CNC(=O)Cn2nc(C)c([N+](=O)[O-])c2C)c2ccccc2n1,-0.1,i,i,i,i,i,i,-5.9,i,-0.4,i
COc1ccccc1N1CCN(C(=O)NCc2ccc(Cl)cc2)CC1,-2.1,i,i,i,i,i,i,-14.1,i,-6.8,i
Nc1cnn(C2OC(CO)C(O)C2O)c(=O)n1 (stereo not drawn),-4.2,i,i,i,i,i,i,-7.1,i,-3.2,i
O=C(NC1CC2CCCC(C1)N2C(=O)N1CCCCC1)C1CCCCC1 (stereo not drawn),-2.8,i,i,i,i,i,i,-5.6,i,3.5,i
CCn1cc(S(=O)(=O)NCc2ccccc2Br)cn1,13.2,i,i,i,i,i,i,-8.5,i,-5.9,i
COc1ccc(/C=C(/NC(=O)c2ccccc2)C(=O)N2CCC(C)CC2)cc1,1.3,i,i,i,i,i,i,-8.5,i,-4.1,i
N/C(=N\OC(=O)C12CC3CC(CC(C3)C1)C2)c1ccccn1,4.5,i,i,i,i,i,i,-10.8,i,-4.8,i
COc1ccc(C(C(=O)NCc2ccccc2)N(Cc2cccnc2)C(=O)c2snc(C(N)=O)c2N)cc1OC (stereo not drawn),0.7,i,i,i,i,i,i,-21.5,i,6.8,i
